Bioassay records (PubChem)
EWS-Fli block = inhibitors of EWS/Fli oncoprotein transcriptional activity; A673 NR0B1-luciferase reporter, viability-normalised; inhibition, % at 12.6 µM; 350,000 tested, 0.67% active;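 active = mean inhibition of at least 50% after viability correction, with every replicate also passing that limit; inconclusive = mean reaches 50% but only one of two replicates passes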;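 note: firefly luciferase signal divided by Alamar Blue viability fluorescence both relative to DMSO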
PAX8 reporter = lowers PAX8-driven luciferase in RMG-I cells | RMG-I TPO-luciferase reporter, SteadyGlo, 24 h | inhibition, % at 12.6 µM | 360,000 tested, 1.2% active | AID 652154;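 active = mean replicate inhibition at least 60% with every replicate also reaching 60%; inconclusive = only one of the two criteria is met; inactive = mean below 60% and not all replicates reaching 60%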;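 note: luciferase light reporting Pax8 driven TPO promoter activity; plate controls were median of neutral control wells for no effect and mitoxantrone controls for full effect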
INS-1E GSIS act = GLuc luminescence reporter in INS-1E cells, primary screen for activators of glucose-dependent secretion of insulin; AID 743287; activation, % at 16.6 µM; 370,000 tested, 0.61% active; INS-1E GLuc reporter insulin secretion, 2-3 h;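 active = lowest replicate activation of at least 40%, so every replicate reaches that level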;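 note: 0% = median of neutral control wells and 100% = median of IBMX positive control wells; some compounds called inactive have numbers as strong as hits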
DENV2 CPE = protects cells from dengue virus 2 cytopathic effect; 350,000 tested, 1.7% active; CPE inhibition, % at 9.99 µM; DENV2-infected cells, cytopathic effect rescue, plate reader; in the data active = CPE inhibition above about 20%, passing the limit was not always enough; inconclusive = no clear call, values can overlap the other calls; tested in BHK-21 cells;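 note: 0% = median of neutral control wells and 100% = median of positive control wells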
F508del corr = correctors of CFTR F508del function in bronchial epithelial cells; activity (quench increase), % at 7.58 µM; CFBE cells, YFP halide quenching; stimulated with forskolin plus potentiator P3; % fluorescence drop versus neutral controls; 350,000 tested, 0.36% active;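 active = mean added fluorescence quench of at least 8% versus neutral control, with both replicates also reaching 8%; inconclusive = only one of the mean or replicate conditions met; inactive = mean below 8% and not both replicates reaching 8%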;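 note: cells transiently co-express mutant CFTR-F508del with the halide-sensitive YFP; corrector assay measuring rescue of mutant channel to the surface after 24 h compound exposure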
FN deposit inh = fibronectin deposition inhibition; AH1F fibroblasts, Alexa488-fibronectin deposition fluorescence, overnight; inhibition, % at 12.6 µM; 350,000 tested, 0.086% active;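 active = mean inhibition across replicates of 30% or more, regardless of how many single replicates reach that level; inconclusive = mean under 30% yet at least half of replicates reach 30%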;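 note: positive control wells lacked labelled fibronectin entirely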
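Material: AH1F fibroblast monolayer depositing Alexa488-labelled fibronectin into matrix | Input: 10000 AH1F cells/well | Medium: DMEM plus 2% serum, read in PBS | Reagent: Alexa488-fibronectin, 24 nM final in well | Compound dosing: One dose per compound, pinned | Schedule: 1 h adhesion, overnight exposure | Measured by: Fluorescence at 485 nm excitation, 525 nm emission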
miR-122 sensor = miR-122 inhibition in Huh7 cells; Huh7 miR-122 Renilla luciferase sensor, 48 h; neutral wells = 0, positive control = 100; activation (reporter increase), % at 12.5 µM; 340,000 tested, 0.3% active;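 active = mean replicate activation score at least 90 and every replicate individually at or above 90; inconclusive = only one of the two criteria met; inactive = neither criterion met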;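 note: higher luciferase means less miR-122 activity so hits act as miR-122 inhibitors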
* marks the source's active call; other numbers are inactive results; ? = inconclusive; / = no result given; & = joins results of further samples; [ ] = another dose, or the depositor's remark.

mol	EWS-Fli block	PAX8 reporter	INS-1E GSIS act	DENV2 CPE	F508del corr	FN deposit inh	miR-122 sensor
C[C@H](CO)N1C[C@H](C)[C@H](CN(C)S(=O)(=O)c2cccc(F)c2)Oc2ncc(C#CCN(C)C)cc2C1=O	-3	-17	14	12	1.6	-4	-2[16.7 µM]
CC(C)(C)C(=O)N1CCN(c2c(Cl)cccc2[N+](=O)[O-])CC1	/	1	/	/	/	1	11
CC(=O)N(C)C[C@@H]1Oc2cc(Br)ccc2S(=O)(=O)N([C@H](C)CO)C[C@H]1C	-6	/	14	-10	0.0	-5	-6[16.7 µM]
CCOc1ccccc1N(CC(=O)N1CCC(C)CC1)S(=O)(=O)c1ccc(C)cc1	-2	17	-19	9	-3.6	-3	56
CC1=C(C(=O)N2CCCCCC2)CC(CC(=O)NC2CCCCC2)C(=O)N1Cc1ccccc1 (centres undefined)	3	25	-9	-6	1.8	-1	-2
CNC[C@@H]1Oc2cc(C#Cc3ccccn3)ccc2S(=O)(=O)N([C@H](C)CO)C[C@H]1C	3	/	-2	?	-3.0	/	-7[16.7 µM]
CC(=O)/C(=N\Nc1ccc(C)cc1)Sc1nncn1C	12	-12	32	/	/	/	/
Cc1ccc(NC(=O)CNCc2cccs2)cc1Br	-19	-122	-33	7	-2.2	0	-10
CC(C)C[C@H]1CNC(=O)C(=O)N1C[C@@H]1CCCN1C[C@H](Cc1ccccc1)N1C[C@H](Cc2ccccc2)N(CCc2ccccc2)C(=O)C1=O	15	11	-39	14	-0.4	0	/
CC(C)Oc1cccc(NC(=O)C2(C)CCN2C(C)C)c1 (centres undefined)	9	-10	0	9	-0.3	2	-2
O=C(CCN1CCN(C/C=C/c2ccccc2)CC1)Nc1ccccc1	/	19	/	/	/	5	7
O=C(CNCc1ccccc1Cl)Nc1cc(S(=O)(=O)N2CCOCC2)ccc1Cl	4	-8	-3	-4	-0.3	-2	/
S=C(NCc1ccccc1)NCc1ccccn1	-5	27	-40	-2	0.8	8	-2
CC1=C(C(N)=O)C(c2ccc(Br)cc2)n2ncnc2N1 (centres undefined)	-9	4	3	?	0.7	-2	/
C[C@@H](O)C#Cc1ccc([C@@H]2[C@H]3CN(S(=O)(=O)c4ccccc4)CCCCN3[C@H]2CO)cc1	-2	-14	6	-2	1.1	/	11[16.7 µM]
OC(c1cccc(CN2CCCCC2)c1)c1ncc(-c2cccc3ccccc23)[nH]1 (centres undefined)	5	2	3	5	-1.1	/	-3
N#Cc1ccc(-c2ccc(C3[C@H]4CNC[C@@H]3N4S(=O)(=O)c3ccccc3F)cc2)cc1 (some centres undefined)	/	/	-1	7	3.0	4	/
COC(=O)c1cc2c(c3c4cc(C)ccc4n(S(=O)(=O)c4ccc(C)cc4)c13)C(=O)N(Cc1ccccc1OC)C2	13	12	/	-4	-2.5	9	/
O=C(c1cc2ccccc2[nH]1)N(Cc1cccnc1)CC1CCCN(C2CCCCC2)C1 (centres undefined)	-12	20	-9	?	4.1	2	40
C[C@@H]1CCCCO[C@H](CN(C)C(=O)C2CCCCC2)[C@@H](C)CN([C@H](C)CO)C(=O)c2cc(NS(=O)(=O)c3cccs3)ccc2O1	-8&-6	-13	6&-4	2&-7	-2.3&0.5	5	7[16.7 µM]
Cc1ccc(C(=O)C2CCN(CC(=O)Nc3nc(C)cs3)CC2)cc1	6	/	4	3	0.6	/	1
O=[N+]([O-])c1ccc(Cc2nnc(-c3ccccc3Cl)o2)cc1	-56	-169	/	-4	0.6	-4	-2
OC(c1cccc(Cl)c1)c1nc(/C=C/c2ccc(C(F)(F)F)cc2)cs1 (centres undefined)	-3	-23	-27	-8	0.2	2	7
CC(C)OCc1ccc(C(=O)N2CCN(S(=O)(=O)c3ccc(Br)s3)CC2)cc1	0	22	-13	2	-4.2	5	0
O=C(O)c1ccc(/C=N/Nc2ccc(S(=O)(=O)N3CCCC3)cc2[N+](=O)[O-])cc1	8	8	1	8	-0.3	-17	-1
C[C@H](OC(=O)N1CCN(C(c2ccccc2)c2ccccc2)CC1)[C@@H]1O[C@@]2(C)CCC[C@H]1O2	0	7	-61	-3	-2.7	12	-3
COc1ccc(/C=N/N=C/c2ccc(OC)c(OC)c2)cc1OC	/	7	41	/	/	/	-10
CCCC#Cc1cnc2c(c1)C(=O)N([C@@H](C)CO)C[C@H](C)[C@@H](CN(C)C(=O)C1CCOCC1)O2	4	/	3	-2	1.1	/	-6[16.7 µM]
COc1cc(C)ccc1OCCCCNCc1ccccc1	13	7	6	10	1.2	2	11
COCC(=O)Nc1ccc2c(c1)OC[C@H](C)N(C(=O)Cc1ccccn1)C[C@@H](C)[C@@H](OC)CN(C)C2=O	-2	/	0	-6	-4.3	-3	-1[16.7 µM]
N#C/C(=C(/O)CN1CCCC1)c1nc(-c2ccccc2)cs1	-44	-66	-13	0	2.3	9	-1
COc1ccc(CCNC(=O)CSc2nc3[nH]ncc3c(=O)n2-c2cccc(C(F)(F)F)c2)cc1OC	7	10	31	7	0.6	-12	/
Cn1cc(CN2CCC(C(O)c3cccs3)CC2)c(-c2ccccc2F)n1 (centres undefined)	-1	4	11	-4	-2.9	-7	-6
CN(C)c1ccc2c(c1)[C@H]1C[C@@H](CC(=O)NCc3ccccn3)O[C@@H](CO)[C@H]1O2	-3	-17	-5	/	-1.5	2	-1[16.7 µM]
C[C@H](CO)N1C[C@H](C)[C@@H](CN(C)S(=O)(=O)c2ccccc2)Oc2c(NC(=O)c3cnccn3)cccc2C1=O	-11	4	-5	/	-2.0	/	-3[16.7 µM]
O=C(NCCCN1CCCC1)c1ccc(Cn2c(=S)[nH]c3ccc(Br)cc3c2=O)cc1	11	18	3	3	2.6	10	/
CCCCn1c(=O)c(CCC(=O)OCC(=O)Nc2cc(Cl)ccc2OC)nc2ccccc21	/	9	18	/	/	1	-12
COc1ccc(CCN(C)C(=O)CCNS(=O)(=O)c2ccccc2C(F)(F)F)cc1OC	5	3	41*	3	-1.9	4	6
CN1C(=O)c2cc(NC(=O)c3cccc(C(F)(F)F)c3)ccc2OC[C@H]2O[C@H](CC(=O)O)CC[C@@H]21	10	1	-3	-6	/	1	/
O=C(O)c1ccc(NC2OC[C@@H](O)[C@H](O)[C@H]2O)cc1 (some centres undefined)	-29	-18	/	6	-21	2	7
Cc1ccc(NCCC(=O)c2cccc([N+](=O)[O-])c2)c(C)c1	/	/	-30	/	/	0	-5
COc1cccc(S(=O)(=O)N[C@@H]2CC[C@H](CC(=O)NCc3ccccc3)O[C@H]2CO)c1	6	3	5	-2	-0.6	/	/
Cc1noc(C)c1S(=O)(=O)Nc1ccc2c(c1)C(=O)N([C@@H](C)CO)C[C@H](C)[C@H](CN(C)C(=O)Nc1ccc3c(c1)OCO3)O2	-9	/	21	10	-3.4	/	0[16.7 µM]
CCC1=C(OC(=O)N(CC)CC)N2C(=O)OC(=NCCOC)[C@]2(Cc2ccccc2)[C@H]2C1=CC[C@H]1C(=O)N(C)C(=O)[C@H]12	-5	-16	-9	7	-2.3	-7	-4
Cc1sc2ncn(CC(=O)N(CC(=O)NC3CCCC3)Cc3cccs3)c(=O)c2c1C	11	/	3	-2	-0.2	/	123*

Single records (already shown). Order of screens: EWS-Fli block | PAX8 reporter | INS-1E GSIS act | DENV2 CPE | F508del corr | FN deposit inh | miR-122 sensor
O=C(NCCCN1CCCC1)c1ccc(Cn2c(=S)[nH]c3ccc(Br)cc3c2=O)cc1 reads 11 | 18 | 3 | 3 | 2.6 | 10 | /
COc1ccc(CCNC(=O)CSc2nc3[nH]ncc3c(=O)n2-c2cccc(C(F)(F)F)c2)cc1OC reads 7 | 10 | 31 | 7 | 0.6 | -12 | /
C[C@H](CO)N1C[C@H](C)[C@@H](CN(C)S(=O)(=O)c2ccccc2)Oc2c(NC(=O)c3cnccn3)cccc2C1=O reads -11 | 4 | -5 | / | -2.0 | / | -3[16.7 µM]

5 of these compounds in another layout:
Each structure is followed by: EWS-Fli block, PAX8 reporter, INS-1E GSIS act, DENV2 CPE, F508del corr, FN deposit inh, miR-122 sensor
CCOc1ccccc1N(CC(=O)N1CCC(C)CC1)S(=O)(=O)c1ccc(C)cc1
  -2, 17, -19, 9, -3.6, -3, 56
CC1=C(C(=O)N2CCCCCC2)CC(CC(=O)NC2CCCCC2)C(=O)N1Cc1ccccc1 (centres undefined)
  3, 25, -9, -6, 1.8, -1, -2
CNC[C@@H]1Oc2cc(C#Cc3ccccn3)ccc2S(=O)(=O)N([C@H](C)CO)C[C@H]1C
  3, /, -2, ?, -3.0, /, -7[16.7 µM]
CC(=O)/C(=N\Nc1ccc(C)cc1)Sc1nncn1C
  12, -12, 32, /, /, /, /
Cc1ccc(NC(=O)CNCc2cccs2)cc1Br
  -19, -122, -33, 7, -2.2, 0, -10

Carrying on:
mol	EWS-Fli block	PAX8 reporter	INS-1E GSIS act	DENV2 CPE	F508del corr	FN deposit inh	miR-122 sensor
O=C(Nc1ccccc1)N[C@@H]1CC[C@H](CCn2cc(-c3ccccc3F)nn2)O[C@@H]1CO	1	/	-19	11	1.2	/	/
C[C@@H]1CN([C@@H](C)CO)C(=O)c2cccc(NS(=O)(=O)c3ccc(F)cc3)c2O[C@@H]1CN(C)Cc1ccccc1	-1	-4	-8	2	-0.6	/	1[16.7 µM]
O=C(N/N=C/c1ccncc1)c1cccc(S(=O)(=O)Nc2ccc(Cl)cc2)c1	-7	13	17	/	-0.6	2	/
Cc1cccc(C(=O)OCC(=O)Nc2ccc(F)cc2)c1	0	-9	-12	3	-3.5	6	-9
c1ccc2[nH]c(-c3cscn3)nc2c1	-58	-91	/	3	1.5	-1	-1
COc1cccc(CNCCSc2nnnn2C)c1OC	2	/	2	-4	0.4	/	3
COC(=O)C[C@H]1CC[C@H](NS(=O)(=O)c2ccccc2F)[C@@H](CO)O1	1	-4	11	10	-3.4	-1	/
Cc1ccccc1NC(=O)NCCN1C(=O)C2C3C=CC(C3)C2C1=O (centres undefined)	-6	-16	6	1	1.8	1	9
C=CCN(C(=O)CSc1nc2c(sc3ccccc32)c(=O)n1CCN(CC)CC)c1ccccc1	14	-57	-50	/	-1.1	-15	/
Cc1ccccc1S(=O)(=O)N1C[C@H](O)COC[C@H]2O[C@H](CC(=O)NCc3ccccc3Cl)CC[C@@H]21	-11	20	-2	?	-1.5	-4	-2[16.7 µM]
Cc1noc(C)c1NC(=O)Nc1cccc2c1O[C@@H](CN(C)Cc1ccc(C(F)(F)F)cc1)[C@H](C)CN([C@@H](C)CO)C2=O	-7	-5	-9	23*	1.0	/	8[16.7 µM]
COc1ccc(CNC(=O)C2CCN(C(=O)c3ccc(F)cc3)CC2)cc1OC	3	4	13	-9	1.9	2	/
CCC(C)NC(=O)c1cc(-c2ccccc2O)on1 (centres undefined)	-53	-196	22	11	4.1	-5	-3
Cc1ccc(NS(=O)(=O)c2ccc3[nH]c(=O)[nH]c3c2)cc1	/	-4	-5	-6	-1.5	3	8
CN1C(=O)c2ccccc2Sc2ccc(NC(=O)N3CCOCC3)cc21	8	-5	6	-5	0.7	/	-4
CC(=O)c1ccc(N2CCN(C(=S)Nc3ccccc3C(F)(F)F)CC2)cc1	1	8	29	3	0.5	/	/
C/C=C/c1ccc([C@H]2[C@H](CO)N3C(=O)CN(C(=O)c4ccc(F)cc4)C[C@@H]23)cc1	4	9	15	-4	2.7	/	/
